TRPC6 activator: mouse TRPC6 channel activators, primary screen, cell-based, HEK293, membrane potential dye; 310,000 tested, 0.13% active; B-score at 10 µM; Short transient receptor potential channel 6 (Mus musculus), Q61143; HEK293-TRPC6 membrane potential dye fluorescence; active compounds read high; AID 2550, 2010;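 active = B-score of the integrated fluorescence ratio above library mean plus 3 SD, and starting fluorescence ratio within library mean plus 5 SD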;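 also: higher score means more depolarization so channel activation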
MrgX1 PAM: positive allosteric modulators of MrgX1, primary screen, HEK293 cells, Fluo-4 calcium flux; FDSS; active compounds read high; AID 588675, 2011; B-score at 10 µM; 310,000 tested, 0.63% active;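 active = plate-corrected calcium response at least 3 library SD above typical, normal starting fluorescence, not activating the receptor alone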;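 also: compound read alongside a low EC10 to EC30 dose of BAM8-22 agonist; peak minus trough fluorescence over baseline measured at the second addition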
Target sequence (Q96LB2 whole entry, looked up): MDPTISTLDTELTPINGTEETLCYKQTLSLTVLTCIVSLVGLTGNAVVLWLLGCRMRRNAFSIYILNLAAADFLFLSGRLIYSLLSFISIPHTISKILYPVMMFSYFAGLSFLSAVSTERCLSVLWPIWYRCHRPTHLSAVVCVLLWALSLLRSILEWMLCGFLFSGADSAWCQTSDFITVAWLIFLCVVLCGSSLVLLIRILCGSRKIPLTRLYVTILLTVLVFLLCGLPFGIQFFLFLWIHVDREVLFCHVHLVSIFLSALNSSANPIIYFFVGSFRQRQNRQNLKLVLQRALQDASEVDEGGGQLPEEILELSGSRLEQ
HIF act: HIF pathway transcriptional activators, primary screen, cell-based, U2OS HRE-luciferase, luminescence; U2OS HRE-luciferase reporter; normalized: DMSO 0%, desferrioxamine 100%; activation, % at 7.5 µM (by protocol); 300,000 tested, 0.32% active; AID 1910, 2009;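 active = mean activation of at least 10% of the iron chelator positive control signal, with at least half of replicates also reaching 10%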
PolyA inh: polyadenylation inhibitors in yeast reporter cells, primary screen, luminescence, S. cerevisiae. S. cerevisiae SKY197-pL101 polyadenylation reporter, beta-gal luminescence; efflux-impaired pdr1/pdr3 knockout yeast; score 100 = 6 SD above DMSO. calls only at 12 µM. 300,000 tested, 0.02% active. AID 1875, 2009;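 active = lowest replicate activity score at least 50, where 100 means six control SD above control mean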;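 also: yeast exposed to compound for 9 h at 30 °C; higher score means more reporter readthrough which indicates perturbed polyadenylation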
AI-2 QS mod: Vibrio harveyi AI-2 quorum sensing modulators, primary screen, JMH597 strain, luminescence/OD600 ratio. 300,000 tested, 0.4% active. Vibrio harveyi JMH597 AI-2 luminescence/OD600 ratio, 9 h; active compounds read low; strain lacks LuxN and CqsS sensors; 0 = neutral-control median. activity change, % at 7.5 µM; in the data active = activity change below about -75%, passing the limit was not always enough;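 also: luminescence divided by OD600 gain over 9 h not by final OD600 alone; inactives centre near 13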
TRPC6 inh: mouse TRPC6 channel inhibitors, primary screen, cell-based, HEK293, membrane potential dye; Short transient receptor potential channel 6 (Mus musculus), Q61143; ACh-evoked depolarization; active compounds read low; B-score at 10 µM; 310,000 tested, 1.1% active; AID 2553, 2010;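 active = B-score under library mean minus 3 SD, initial fluorescence not abnormally high, positive integrated signal ratio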;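 also: B-score derived from integrated fluorescence ratio over the kinetic read; more negative B-score means stronger inhibition of depolarization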
TRPC4 act: activators of mouse TRPC4 channel, primary screen, Fluo4 calcium, HEK293 TRPC4beta/mu-opioid cells | Fluo4 calcium fluorescence; active compounds read high | B-score at 10 µM | 310,000 tested, 0.49% active | AID 2237, 2010;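 active = B-score above 5 SD of library B-scores, and initial fluorescence ratio not above library mean plus 5 SD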;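 also: positive B-score marks a calcium rise read as TRPC4 activation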
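System – HEK293 cells stably co-expressing mouse TRPC4beta and mu-opioid receptor · Signal – Fluo4 calcium-sensitive dye fluorescence, kinetic, 1 Hz baseline · Benchmarks – buffer (low) and maximal DAMGO (high) · Read-out – B score of integrated fluorescence ratio per well · Incubation – dye loading 45 min room temperature, 110 s kinetic read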
TRPC4 inh: inhibitors of mouse TRPC4 channel, primary screen, Fluo4 calcium, HEK293 TRPC4beta/mu-opioid cells. Short transient receptor potential channel 4 (Mus musculus), Q9QUQ5. DAMGO-evoked Fluo4 calcium flux; active compounds read low. B-score at 10 µM. 300,000 tested, 0.39% active;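 active = B-score over 3 SD under the library average, no early fluorescence shift, positive overall ratio signal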
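Test system – stable TRPC4beta/mu-opioid receptor HEK293 cells · Probe or stimulus – DAMGO, a submaximal dose followed by a maximal one · Dosing – one concentration per compound · Signal – Fluo4 calcium fluorescence by kinetic imaging, 5 s 1 Hz baseline · Evaluation – per-well B score of integrated baseline-normalized Fluo4 ratio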
TRPC4 PAM: positive allosteric modulators of TRPC4, primary screen, cell-based, mouse TRPC4beta, HEK293 mu-opioid, Fluo-4 calcium. Short transient receptor potential channel 4 (Mus musculus), Q9QUQ5. DAMGO EC20, Fluo-4 Ca2+ flux; active compounds read high. B-score at 10 µM. 310,000 tested, 0.42% active. AID 2227, 2009;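 active = B-score of calcium response area above 5 SD of library B-scores, with initial fluorescence ratio within 5 SD of library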;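 also: B-score of integrated fluorescence ratio over time as area under calcium response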
MrgX1 antag: antagonists of human MrgX1 receptor, primary screen, HEK293 cells, Fluo-4 calcium flux; BAM8-22 antagonism; active compounds read low; Mas-related G-protein coupled receptor member X1 (Homo sapiens), Q96LB2; B-score at 10 µM; 310,000 tested, 1.3% active;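 active = calcium-response B-score plate-corrected more than 3 library SD below zero, starting fluorescence within 5 deviations, no agonist response on first addition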;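 also: peak minus trough fluorescence over baseline after final BAM8-22 challenge near maximal dose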
MrgX1 ag: agonists of human MrgX1 receptor, primary screen, HEK293 cells, Fluo-4 calcium flux; Mas-related G-protein coupled receptor member X1 (Homo sapiens), Q96LB2; Fluo-4 calcium fluorescence, agonist mode; active compounds read high; B-score at 10 µM; 310,000 tested, 0.44% active;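 active = calcium response B-score plate-corrected fluorescence ratio at least 3 library SD, with starting fluorescence B-score inside 5 SD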
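Material: MrgX1-expressing HEK293 cells; input: 15,000 cells per well; doses: test compound given as first of three sequential additions; schedule: overnight plating before 1 h dye loading; technique: Fluo-4 NW calcium-flux fluorescence, kinetic read; evaluation: baseline-normalised fluorescence change ratio, B-scored; control set: plate-wise positive and negative controls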
* = called active by the depositor; i = inactive; · = not tested or not shown.

SMILES	TRPC6 activator	MrgX1 PAM	HIF act	PolyA inh	AI-2 QS mod	TRPC6 inh	TRPC4 act	TRPC4 inh	TRPC4 PAM	MrgX1 antag	MrgX1 ag
Cc1ccc(S(=O)(=O)NCC(=O)N(CC(=O)NCC2CCCO2)Cc2ccccc2)cc1 (stereo not given)	i	i	-0.7	i	20	i	i	i	i	i	i
Cn1nc(C(F)(F)F)c(CN2CC(C)(C)C2=O)c1N1CCOCC1	i	i	-0.3	i	7	i	i	i	i	i	i
CCN1CCN(c2ccc(S(=O)(=O)N3CCCCC3)cc2NC(=O)/C=C/c2ccc([N+](=O)[O-])cc2)CC1	i	i	-1.6	i	21	i	i	i	i	i	i
N#Cc1ccc(C(=O)Nc2nc(SCc3ccc(Cl)cc3)n[nH]2)cc1	i	i	-1.4	i	3	i	i	i	i	i	i
CC(C)c1ccc(OCC(=O)NC(C)c2ccccc2)cc1 (stereo not given)	i	i	0.1	i	14	i	i	i	i	i	i
CCN(CC1CCCO1)C(=O)CCc1nnc(CCc2ccc(OC)cc2)o1 (stereo not given)	i	i	0.0	i	4	i	i	i	i	i	i
O=C(Cc1ccccc1F)OCC(=O)N1CCc2ccccc21	i	i	0.6	i	5	i	i	i	i	i	i
O=C(NCc1n[nH]c(=S)n1Cc1ccccc1)c1ccc(Cl)cc1Cl	i	i	-1.0	i	13	i	i	i	i	i	i
CCSc1ccccc1C(=O)Nc1cc(OC)c(OC)c(OC)c1	i	i	0.1	i	37	i	i	i	i	i	i
CCOC(=O)C1=C(COC(=O)c2cc(OC)c(OC)c(OC)c2)NC(=O)NC1C (stereo not given)	i	i	-0.4	i	25	i	i	i	i	i	i
CC1=NNC(=O)C1CCC(=O)N/N=C/c1ccccc1 (stereo not given)	i	i	-0.1	i	-1	i	i	i	i	i	i
Cc1ccccc1NC(=O)Nc1ccccn1	i	i	0.3	i	-12	i	i	i	i	i	i

Among those listed so far, these contain an aryl thioether with sulfur outside any ring.
SMILES	TRPC6 activator	MrgX1 PAM	HIF act	PolyA inh	AI-2 QS mod	TRPC6 inh	TRPC4 act	TRPC4 inh	TRPC4 PAM	MrgX1 antag	MrgX1 ag
N#Cc1ccc(C(=O)Nc2nc(SCc3ccc(Cl)cc3)n[nH]2)cc1	i	i	-1.4	i	3	i	i	i	i	i	i
CCSc1ccccc1C(=O)Nc1cc(OC)c(OC)c(OC)c1	i	i	0.1	i	37	i	i	i	i	i	i

The results go on.
SMILES	TRPC6 activator	MrgX1 PAM	HIF act	PolyA inh	AI-2 QS mod	TRPC6 inh	TRPC4 act	TRPC4 inh	TRPC4 PAM	MrgX1 antag	MrgX1 ag
CCC1Oc2ccc(C)cc2N(CC(=O)N2CCN(c3ccc(F)cc3)CC2)C1=O (stereo not given)	i	i	0.2	i	25	i	i	i	i	i	i
Oc1ccc(C[C@@H]2CNCCN2CCCCC2CCCCC2)cc1	i	i	-0.3	i	6	i	i	i	i	i	i
Cc1ccccc1OCC(=O)NCCC1=CCCCC1	i	i	-0.1	i	16	-5.7*	i	i	i	i	i
Cc1cc(NC(=O)OC2CCCCC2)ccc1[N+](=O)[O-]	i	i	3.0	i	-30	i	i	i	i	i	i
Cc1ccc(OCc2cnc(Cl)s2)c(C)c1	i	i	4.3	i	31	i	i	i	i	i	i
CCC(CC)c1nc(C(N)=O)c2[nH]c(=O)n(-c3ccc(OC)c(OC)c3)c2n1	i	i	0.0	i	16	i	i	i	i	i	i
CCC(C)N(C)C1CCN(C(=S)Nc2cccc(OC)c2)CC1 (stereo not given)	i	i	-0.1	i	6	i	i	i	i	i	i
Cn1c(SCC(=O)Nc2nccs2)nnc1-c1ccc(S(=O)(=O)N2CCCC2)cc1	i	i	-0.2	i	21	i	i	i	i	i	i
COc1cc(S(=O)(=O)NCCc2ccc3c(c2)OCO3)ccc1-n1cnnn1	i	i	-0.1	i	13	i	i	i	i	i	i
COc1ccc(-c2nnc(NC(=O)CSc3ccc(Cl)cc3)s2)cc1OC	i	i	-0.1	i	25	i	i	i	i	i	i
COc1ccc(-c2nnc(SCC(=O)N3CCCC3)o2)c(OC)c1	i	i	1.9	i	12	i	i	i	i	i	i
O=C(O)C1CCCCC1C(=O)Nc1nccs1 (stereo not given)	i	i	0.2	i	25	i	i	i	i	i	i
COc1cccc(NC(=O)CSc2nc3ccccc3c(=O)n2Cc2cccs2)c1	i	i	-1.0	i	20	i	i	i	i	i	i
COc1ccccc1Oc1nc(-c2cccnc2)nc2ccccc12	i	i	-0.7	i	0	i	i	i	i	-5.1*	i
O=[N+]([O-])c1cc(S(=O)(=O)N2CCCC2)ccc1N/N=C1/CCCc2ccccc21	i	i	-0.3	i	11	i	i	i	i	i	i
CSc1cc(-c2ccc(Cl)cc2)c(C(=O)NC(C)C)s1	i	i	-0.2	i	5	i	i	i	i	i	i
CCN(CC)S(=O)(=O)c1cc(NC(=O)Cn2cnc3ccccc3c2=O)ccc1C	i	i	-0.6	i	-14	i	i	i	i	i	i
Cc1cccc(OCc2nc3c4c(ncn3n2)-c2ccccc2CC42CCCC2)c1	i	i	0.1	i	-12	i	i	i	i	i	i
Cc1[nH]c2ccccc2c1/C=C/c1nc2ccccc2c(=O)n1-c1cccc([N+](=O)[O-])c1	i	i	0.6	i	8	i	i	i	i	i	i
CCCn1ccc2c(OCC(=O)Nc3ccc(NC(C)=O)cc3)cccc2c1=O	i	i	2.1	i	13	i	i	i	i	i	i
COc1cc(/C=c2\s/c(=C(/C#N)C(=O)N3CCCC3)n(-c3ccccc3)c2=O)ccc1O	i	14*	·	·	22	i	i	i	i	i	i
CC(NC(=O)c1ccc(Cl)s1)C1CCCO1 (stereo not given)	i	i	-0.3	i	8	i	i	i	i	i	i
COc1cc(/C=N/NC(=O)c2cc[n+]([O-])cc2)ccc1O	i	i	-0.3	i	3	i	i	i	i	i	i
CS(=O)(=O)N1CCCC(C(=O)NCCCN2CCN(Cc3ccccc3)CC2)C1 (stereo not given)	i	i	0.0	i	7	i	i	i	i	i	i
Cc1ccc(-n2c(C)cc(/C=N/NC(=O)c3ccncc3)c2C)cc1C	i	i	0.1	i	2	i	i	i	i	i	i
CC(C)[C@H](NC(=O)OCc1ccccc1)C(=O)OCC(=O)N1CCN(c2ccccc2)CC1	i	i	-1.1	i	30	i	i	i	i	i	i
O=C(Nc1nnc(SCc2ccc(F)cc2)s1)c1cnccn1	i	i	0.0	i	15	i	i	i	i	i	i
CCCCCCOc1ccc(OC(=O)c2cccnc2)cc1	i	i	5.1	i	2	i	i	i	i	i	i
O=S(=O)(c1ccc2nc(N3CCN(c4ccc(F)cc4)CC3)ccc2c1)N1CCCCC1	i	i	·	i	22	i	i	i	i	i	i
O=[N+]([O-])c1ccc(CNc2cccc(Cl)c2)s1	i	i	-0.8	i	-21	i	i	i	i	i	i
CCc1cc2c(=O)c(-c3nc4ccccc4n3C)c(C(C)C)oc2c(CN2CCN(C)CC2)c1O	i	i	-1.2	i	6	i	i	i	i	i	i
c1ccc(SSc2ccccn2)nc1	i	i	-0.5	i	-3	i	i	i	i	i	32*
O=C(O)CCN1C(=O)C2C3C=CC(C2C1=O)C1C(=O)N(CCC(=O)O)C(=O)C31 (stereo not given)	i	i	0.8	i	-1	i	i	i	i	i	i
Cc1ccc2c(CN3CCCc4ccccc43)cc(=O)oc2c1C	i	i	2.6	i	17	i	i	i	i	i	i
CCOc1ccccc1Nc1cc(C)nc2ccc(C)cc12	i	i	-0.3	i	11	-7.7*	i	i	i	i	i
Cn1cccc1Cc1nnc(SCC(=O)Nc2ccc(F)cc2F)n1-c1ccc(F)cc1	i	i	-0.2	i	13	i	i	i	i	i	i
COc1ccc(C2=NOC(C(=O)N3CCOCC3)C2)cc1OC (stereo not given)	i	i	1.5	i	3	i	i	·	i	i	i
COc1ccc(NS(=O)(=O)NC(=O)c2c(C)n(C)c3ccccc23)cc1	i	i	1.0	i	21	i	i	i	i	i	i
CC(=O)C1=C(O)C(=O)N(Cc2ccccc2)C1c1ccc(F)cc1 (stereo not given)	i	i	-0.4	i	25	i	i	i	i	i	i
Cc1cccc(Nc2c([N+](=O)[O-])c(=O)n(C)c3ccccc23)c1	i	i	0.0	i	19	i	i	i	i	i	i
COc1cc(OC)cc(C(=O)NCC(=O)N2CCN(c3ccc(O)cc3)CC2)c1	i	i	-1.2	i	20	i	i	i	i	i	i
Cc1cccc(C(=O)NCC(=O)NCCSc2ccc(Br)cc2)c1	i	i	-0.1	i	21	i	i	i	i	i	i
COc1ccc(CCNC(=O)c2cnc3ccccn3c2=O)cc1	i	i	0.5	i	18	i	i	i	i	i	i
N#Cc1c(C(F)(F)F)cc(-c2ccc(Cl)cc2)[nH]c1=O	i	i	-0.4	i	29	i	i	i	i	i	i
Cc1cc(=O)n2[nH]c(-c3ccccc3)cc2n1	i	i	-9.4	i	23	i	i	i	i	i	i
O=C(c1ccc(OCC2CCCO2)cc1)N1CCN(c2ccccc2)CC1 (stereo not given)	i	i	0.9	i	2	i	i	i	i	i	i
O=C(NNC(=O)c1ccc(-c2ccccc2)cc1)Nc1ccccc1F	i	i	0.8	i	23	i	i	i	i	i	i
CSc1nnc(N2C(=O)C(O)=C(C(=O)c3ccco3)C2c2ccc(F)cc2)s1 (stereo not given)	i	i	1.8	i	8	i	i	i	i	i	i
CCn1c2ccccc2c2cc(NC(C)=O)ccc21	i	i	0.1	i	18	i	i	i	i	i	i
Cc1c(C)c2ccc(OCC(=O)N3CCN(c4ccc(F)cc4)CC3)c(C)c2oc1=O	i	i	0.1	i	16	i	i	i	i	i	i

Some of the compounds tested; the hit share may differ from the screen's.
